Screening results as filed in PubChem.
mHtt clearance: compounds clearing mutant huntingtin protein; hit rate 0.42% among 47,000; HeLa Exon1htt(103Q)mCFP, aggregate imaging; zero = plate's median compound well; inhibition, % at 1.5 µM;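 active = inhibition of aggregate fluorescence above about 70%, also judged a hit by eye on the cell image, limit read from the data, passing the limit was not always enough; inconclusive = no rule stated for this call; inactive = not judged a hit on image review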;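 also: cells exposed to compound for three days before fixation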
mHtt clearance grain fraction: further read-out of mHtt clearance, marked with its call; fraction fluorescence in grains; measured here: aggregate grain fluorescence fraction; stronger effect = lower value;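 scaled fraction of total cell fluorescence in grains with unit not stated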
* marks the source's active call; other numbers are inactive results; ? = inconclusive; . = not tested or not shown.

Sample of the layout:
| mHtt clearance grain fraction | mHtt clearance | structure |
| --- | --- | --- |
| 40 | 18 | CCOc1ccc(OCC)c(NC(=O)C2CCCN(S(=O)(=O)c3c(C)n[nH]c3C)C2)c1 (centres undefined) |
| 45 | 0 | CCSCCOC(=O)C1=C(C)NC(=O)NC1c1cccc(OC)c1OC (centres undefined) |
| 15 | 9 | c1ccc(-c2nn3c(C4COc5ccccc5O4)nnc3s2)cc1 (centres undefined) |
| 39 | -23 | COc1ccc(C(=O)CSc2nnc(Cc3ccccc3)o2)cc1 |

All compounds of this part, previewed entries included:
| mHtt clearance grain fraction | mHtt clearance | structure |
| --- | --- | --- |
| 40 | 18 | CCOc1ccc(OCC)c(NC(=O)C2CCCN(S(=O)(=O)c3c(C)n[nH]c3C)C2)c1 (centres undefined) |
| 45 | 0 | CCSCCOC(=O)C1=C(C)NC(=O)NC1c1cccc(OC)c1OC (centres undefined) |
| 15 | 9 | c1ccc(-c2nn3c(C4COc5ccccc5O4)nnc3s2)cc1 (centres undefined) |
| 39 | -23 | COc1ccc(C(=O)CSc2nnc(Cc3ccccc3)o2)cc1 |
| 19 | 2 | COc1ccc(OC)c2[nH]c(C(=O)O)cc12 |
| 51 | -18 | Cc1c(NS(=O)(=O)CC23CCC(CC2=O)C3(C)C)c(=O)n(-c2ccccc2)n1C (centres undefined) |
| 23 | 34 | Cc1ccc2nc(-c3ccc(SCC(=O)Nc4cc(C)on4)nc3)[nH]c2c1 |
| 20 | 40 | CC(C)C[C@H](N)c1nnc(S(=O)(=O)Cc2cccc(F)c2)o1 |

A portion taken from the entries so far:
| mHtt clearance grain fraction | mHtt clearance | structure |
| --- | --- | --- |
| 45 | 0 | CCSCCOC(=O)C1=C(C)NC(=O)NC1c1cccc(OC)c1OC (centres undefined) |
| 15 | 9 | c1ccc(-c2nn3c(C4COc5ccccc5O4)nnc3s2)cc1 (centres undefined) |
| 39 | -23 | COc1ccc(C(=O)CSc2nnc(Cc3ccccc3)o2)cc1 |
| 19 | 2 | COc1ccc(OC)c2[nH]c(C(=O)O)cc12 |
| 51 | -18 | Cc1c(NS(=O)(=O)CC23CCC(CC2=O)C3(C)C)c(=O)n(-c2ccccc2)n1C (centres undefined) |
| 23 | 34 | Cc1ccc2nc(-c3ccc(SCC(=O)Nc4cc(C)on4)nc3)[nH]c2c1 |

Remaining list, next part
| mHtt clearance grain fraction | mHtt clearance | structure |
| --- | --- | --- |
| 18 | 9 | O=C(COC(=O)c1ccccc1)Nc1ccccc1N1CCOCC1 |
| 32 | 5 | CCN(CC)c1ccc(NC(=O)c2nc3nc(C)cc(C(F)F)n3n2)cc1 |
| 32 | -60 | COc1ccc(C2C3=C(CC(c4ccco4)CC3=O)Nc3ccccc3N2C(C)=O)cc1 (centres undefined) |
| 23 | -6 | CCOC(=O)CSc1nnc(-c2cccs2)n1-c1ccccc1 |
| 26 | -27 | CCCC(=O)Nc1ccc(C(=O)O)cc1NC(=O)CCC |
| 37 | -7 | COCCOC(=O)C1=C(C)NC(=O)N(C(C)=O)C1c1ccc(Cl)cc1 (centres undefined) |
| 8.9 | 55 | N#CC1=C(N)SC(C(=O)c2ccccc2)C1c1cccs1 (centres undefined) |
| 39 | -10 | c1ccc(-c2nnc3ccc(N4CCCC4)nn23)cc1 |
| 47 | -9 | CC(=O)N=C1SC2CS(=O)(=O)CC2N1c1cccc(Cl)c1Cl (centres undefined) |
| 15 | 15 | COC(=O)C(OC(=O)c1ccc(OC)cc1)C(=O)OC |
| 34 | 4 | COc1cccc(C(=O)CSc2nnnn2C)c1 |
| 12 | 35 | O=C(Nc1ccc2oc(Cc3ccc(Cl)cc3)nc2c1)c1cccnc1 |
| 54 | -58 | CN(C)/C=N/c1c(C(=O)NCc2ccccc2)nnn1Cc1ccccc1 |
| 26 | 28 | CCc1c(C(=O)NC2CCCCC2)[nH]c(C)c1C(C)=O |
| 31 | 20 | CC1(C)Cc2c(oc3ncn4ncnc4c23)CO1 |
| 43 | -17 | NC(=O)c1ccccc1NC(=O)c1ccccc1F |
| 18 | 47 | C/C(=N\NC(=O)c1cccc(Br)c1)c1cccc(NC(=O)c2ccc(C)o2)c1 |
| 35 | 3 | CCOC(=O)C(C)n1cnc2sc3c(c2c1=O)CCC3 (centres undefined) |
| . | ? | CCC(C)NC(=O)C1(C)CCC(=O)N1Cc1ccccc1OC (centres undefined) |
| 36 | 7 | CC(C)Cn1c(-c2csc3ccccc23)n[nH]c1=S |
| 46 | -26 | COc1ccc(C(=O)CSc2nnc(COc3ccccc3)n2Cc2ccco2)cc1 |
| 21 | -11 | CCN1C(=O)CC(C(=O)Nc2ccc(F)cc2)SC1=Nc1ccc2c(c1)OCO2 (centres undefined) |
| 14 | 32 | N#Cc1ccccc1NC(=O)c1ccc(-c2ccccc2Cl)o1 |
| 41 | -11 | COc1ccc(C(C)=O)cc1CSCCC(=O)O |
| 11 | 37 | C=CCN(CC=C)S(=O)(=O)c1ccc2nc(NC(=O)C(C)C)sc2c1 |
| 23 | 48 | CCOC(=O)Cc1csc(NC(=O)CSc2nnc(C3CC3)n2C)n1 |
| 20 | 6 | CC(OC(=O)Cn1c(C(F)(F)F)nc2ccccc21)C(=O)N1CCCc2ccccc21 (centres undefined) |
| 14 | 34 | CCCCNC1C(CC)C(CCC)C(C#N)(C#N)C1(C#N)C#N (centres undefined) |
| 40 | -111 | COC(=O)CSc1nnc(CNC(=O)c2ccccc2OC)n1C |
| 74 | -64 | COc1ccc2ccccc2c1C1CC(=O)N2CN(C3CCCCC3)CSC2=C1C#N (centres undefined) |
| 21 | -6 | Cn1c(C(C#N)C(=O)c2sc3ccccc3c2Cl)nc2ccccc21 (centres undefined) |
| 32 | -65 | O=C(NCc1ccco1)c1cccc(F)c1 |
| 44 | -19 | COc1ccccc1CNC(=O)C1CCN(c2nc3ccccc3o2)CC1 |
| 19 | -1 | CCCn1c(SCC(=O)Nc2nnc(-c3ccccc3)s2)nnc1-c1ccccn1 |
| 20 | 5 | CCc1ccccc1NC(=O)c1cnccn1 |
| 18 | -11 | CCOC(=O)c1c(C)n(C)c2ccc(OCC(O)Cn3nc(C)c(Br)c3C)cc12 (centres undefined) |
| 39 | -24 | O=c1cc2c(nn1Cc1cccc(Cl)c1)-c1ccccc1CC2 |
| 18 | 14 | CN(C)c1ccc(P(=O)(OC2CCCCC2)C(O)c2cccnc2)cc1 (centres undefined) |
| 30 | 13 | Cc1nnc2ccc(Oc3ccc(-c4ccccc4)cc3)nn12 |
| 16 | 64 | N#Cc1cccc(NC(=O)COc2ccc(-n3ccnc3)cc2)c1 |
| 45 | -31 | CC(=O)N1CCN(C(=O)CNc2cc(C(F)(F)F)ccc2OCC(F)(F)F)CC1 |
| 24 | -34 | Cc1onc(-c2ccccc2)c1C(=O)Nc1ccnn1C1CCCCC1 |
| 13 | 24 | O=C(O)C1CSC(c2ccncc2)N1 (centres undefined) |
| 25 | 17 | N=c1n(CCN2CCCCC2)c2ccccc2n1CC(O)c1cccc(Br)c1 (centres undefined) |
| 37 | -5 | CC(C)CNC(=O)c1cccc(Cn2cc(Cl)cn2)c1 |
| 14 | 31 | O=C1/C(=C/c2cccnc2)Oc2cc(OS(=O)(=O)c3ccc(Cl)cc3)ccc21 |
| 47 | -30 | CCN1CCN(c2nc3sc4c(c3c3ncnn23)CC(C)CC4)CC1 (centres undefined) |
| 31 | 13 | COCC(=O)OCn1nnc2ccccc2c1=O |

Single records (already shown):
Shown for `CC(=O)N1CCN(C(=O)CNc2cc(C(F)(F)F)ccc2OCC(F)(F)F)CC1` → mHtt clearance grain fraction = 45; mHtt clearance = -31
Shown for `CC(C)CNC(=O)c1cccc(Cn2cc(Cl)cn2)c1` → mHtt clearance grain fraction = 37; mHtt clearance = -5
Shown for `O=C(O)C1CSC(c2ccncc2)N1` (centres undefined) → mHtt clearance grain fraction = 13; mHtt clearance = 24

(list continues)
| mHtt clearance grain fraction | mHtt clearance | structure |
| --- | --- | --- |
| 11 | 44 | COc1ccc(OCC(=O)OCCN2C(=O)c3ccccc3C2=O)cc1 |
| 17 | 10 | N#Cc1cn(CC(=O)NCc2cccnc2)c2ccccc12 |
| 19 | 53 | Cc1cc(Cl)ccc1OCc1n[nH]c(=S)n1C1CCCCC1 |
| 47 | -7 | Cc1ccc(NC(=O)Cn2nnc(C(=O)NCc3ccccc3)c2N)cc1C |
| 55 | -28 | COCCNc1nnc(SCC(=O)c2ccc3c(c2)OCO3)s1 |
| 13 | 64 | O=C(c1ccccc1/S(=N/S(=O)(=O)c1ccccc1)N1CCOCC1)N1CCOCC1 (centres undefined) |
| 13 | 34 | Cc1cc(C(=O)Cn2nnc3ccccc3c2=O)c(C)n1-c1c(C)n(C)n(-c2ccccc2)c1=O |
| 9.3 | 42 | O=C(CN1C(=O)c2ccccc2S1(=O)=O)N1CCN(c2ccccc2)CC1 |
| 56 | -61 | CCC(=O)N1CCc2cc(S(=O)(=O)NC(C(=O)Nc3cccc(C)n3)C(C)C)ccc21 (centres undefined) |
| 32 | 21 | COc1ccc(NC(=O)CSc2nnc(-c3ccccn3)n2N)c(OC)c1 |
| 22 | 44 | CSc1nc(-c2ccc(C)cc2)[nH]c1S(=O)(=O)c1ccccc1 |
| . | ? | CCn1c(SCC(N)=O)nnc1-c1ccc(OC)c(OC)c1 |
| 9.6 | 49 | COC(=O)COc1ccc(S(=O)(=O)Nc2cc(OC)ccc2OC)cc1 |
| 38 | -4 | CC1CCN(S(=O)(=O)N2CCC(C(=O)N3CCC(N(C)CC4CCCO4)CC3)CC2)CC1 (centres undefined) |
| 39 | 13 | COC(=O)c1c(C)oc2cc(Br)c(OCC(=O)C(C)(C)C)cc12 |
| 24 | -4 | CCC1=NNc2cccc3c(OC)ccc1c23 |
| 19 | -16 | CCOc1cc(S(=O)(=O)n2cc(-c3ccc(F)cc3)c(N)n2)cc(OCC)c1OCC |
| 25 | -31 | Cc1cc(C)n(CCc2nc(-c3ccc(C)o3)cs2)n1 |
| 120 | -277 | CCOc1ccc(Nc2nc(Cc3nnc(SCC(=O)c4ccc(C)c(C)c4)o3)cs2)cc1 |
| 18 | 8 | Cc1nn(CC(=O)Nc2ccc3c(c2)nc(CN2CCCCC2)n3C)c(=O)c2ccccc12 |
| 25 | -22 | C=C(C)CSc1nc2nc(C)cc(C)n2n1 |
| 13 | 18 | CCn1ncc(Br)c1C(=O)Nc1sc2c(c1C(N)=O)CCC2 |
| 22 | -38 | COc1cccc(-n2c(C)c(C(C)=O)c(C(C)=O)c2C)c1 |
| 17 | 51 | CCOC(=O)CNc1nc(-c2ccncc2)nc2ccccc12 |
| 14 | 35 | CC1C(=O)Nc2ccccc2N1C(=O)C1CC1 (centres undefined) |
| 29 | 20 | CC(=O)c1nnn(-c2nc(N)nc(N(c3ccccc3)c3ccccc3)n2)c1C |
| 38 | -2 | Cc1nc(SCC(N)=O)[nH]c(=O)c1CCC(C)C |
| 55 | -36 | O=C(Nc1nc2c(s1)CCCC2)c1cccs1 |
| 48 | -26 | Cc1snc(S(=O)(=O)/C(C#N)=N/Nc2cccc(C(F)(F)F)c2)c1C#N |
| 37 | 2 | Cc1cc(C(F)F)n2ncc(C(=O)O)c2n1 |
| 11 | 40 | O=S1(=O)CCC(NS(=O)(=O)c2cccc3cccnc23)C1 (centres undefined) |
| 38 | -13 | O=C(NCC1CCCO1)c1ccc2c(=O)n(CCc3ccccc3)c(=O)[nH]c2c1 (centres undefined) |
| 15 | 9 | COc1ccc(NC(=O)c2ccc(C(=O)c3ccccc3)o2)cc1 |
| 24 | -24 | CCOC(=O)c1cc2c(=O)n3cccc(C)c3nc2n(Cc2cccnc2)c1=N |
| 14 | 30 | Cc1[nH]c2ccccc2c1C(=O)CN1CCN(C2CCCCC2)CC1 |
| 11 | 46 | CC(C)NC(=O)c1cc2ccccc2o1 |
| 15 | 13 | CCOC(=O)C(C)Sc1nc2ccccc2c(=O)n1CC (centres undefined) |
| 15 | 20 | COc1ccc(NC(=O)CNS(=O)(=O)c2ccc(Cl)cc2)cc1 |
| 26 | -56 | O=C(c1ccccc1)c1ccccc1C(=O)N1CCOCC1 |
| 37 | 4 | Cc1onc(-c2ccccc2)c1C(=O)N1CCc2ccccc21 |
| 49 | -13 | CCCCNC(=O)C(C#N)c1nc2ccccc2nc1N1CCN(c2ccccc2F)CC1 (centres undefined) |
| 27 | 20 | N#Cc1ccc(CSc2nnc(-c3cccc(S(=O)(=O)N4CCCCC4)c3)o2)cc1 |
| 30 | -45 | CCSc1nc2c(c(=O)n(C)c(=O)n2C)n1Cc1ccc(Cl)cc1 |
| 40 | -108 | CN1/C(=C/C=N/n2cnnc2)C(C)(C)c2ccccc21 |
| 11 | 40 | Cn1ccnc1SCC(=O)Nc1cccc2ccccc12 |
| 40 | -2 | O=C1CC(c2ccccc2Cl)C2=C(COC2=O)N1 (centres undefined) |
| 12 | 36 | COC(=O)C1=C(C(=O)OC)C2(OC1c1ccccc1C)C(=O)c1ccccc1C2=O (centres undefined) |
| 20 | 1 | COC(=O)C(NC(=O)c1ccco1)(Nc1cc(C)ccn1)C(F)(F)F (centres undefined) |

The list is partial. The share of hits here may be higher or lower than overall.
